High-throughput results deposited in PubChem BioAssay by National Center for Advancing Translational Sciences (NCATS).
D2 antagonist: HTS Assay for Allosteric Antagonists of the Human D2 Dopamine Receptor: Primary Screen for Antagonists; inhibition, % at 10 µM; D(2) dopamine receptor (Homo sapiens), P14416; HEK293 TREx D2 cells, calcium flux, dopamine EC80; hit rate 2% among 340,000; in the data active means inhibition above about 30%; further: 0% is about no effect
Target sequence (P14416 whole entry, looked up): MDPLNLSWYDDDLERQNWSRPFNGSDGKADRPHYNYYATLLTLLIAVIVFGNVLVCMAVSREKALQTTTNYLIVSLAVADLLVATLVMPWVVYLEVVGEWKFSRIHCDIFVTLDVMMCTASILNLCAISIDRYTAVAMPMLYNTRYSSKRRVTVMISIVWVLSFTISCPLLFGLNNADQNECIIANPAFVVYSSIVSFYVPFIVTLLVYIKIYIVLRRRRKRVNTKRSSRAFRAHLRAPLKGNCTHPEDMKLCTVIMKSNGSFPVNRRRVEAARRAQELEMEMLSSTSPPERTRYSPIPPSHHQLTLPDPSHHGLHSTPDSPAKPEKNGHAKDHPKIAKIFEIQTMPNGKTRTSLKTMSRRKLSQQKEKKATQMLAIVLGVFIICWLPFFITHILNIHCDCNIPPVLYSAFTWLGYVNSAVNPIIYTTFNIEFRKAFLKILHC
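In this primary screen, negative modulation is detected by tracking calcium flux after an EC80 dopamine challenge in inducible HEK293 T-REx D2 cells preexposed to test compound for 180 s.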
Pin1 inh: qHTS Assay to Find Inhibitors of Pin1; Potency, µM (doses to about 115 µM), for inactives: top-dose activity, negative = inhibition, usual class: inhibitors; Pin1 FP peptide displacement, HiFluor488, 10 min; Peptidyl-prolyl cis-trans isomerase NIMA-interacting 1 (Homo sapiens), Q13526; AID 504891, 2011; hit rate 0.009% among 390,000; active means well fitted inhibition curve with a large enough effect in the polarisation, with a control signal flat, not every such curve was filed as active; inconclusive means small, poorly fitted or top-dose-only effect, or effect the other way, or a change in a side signal; inactive means no such curve, though single readings can be large or run the other way; the % refers to the polarisation; further: potency means the concentration at half of the fitted maximal effect; on the % scale 0 is the no-effect control and ±100 the full control effect
TrxR1 inh: qHTS Assay for Inhibitors of Mammalian Selenoprotein Thioredoxin Reductase 1 (TrxR1): qHTS. Thioredoxin reductase 1, cytoplasmic (Rattus norvegicus), O89049. hit rate 1% among 390,000. recombinant rTrxR1, NADPH fluorescence consumption, selenite substrate. AID 588453, 2011. Potency, µM (doses to about 114 µM), for the others: at the top dose activity change, negative = inhibition, hits mostly inhibitors; further: potency means the concentration at half of the fitted maximal effect; on the % scale 0 is the no-effect control and ±100 the full control effect; nearly all actives have a fitted effect of over 65% in size
Target sequence (O89049 whole entry, looked up): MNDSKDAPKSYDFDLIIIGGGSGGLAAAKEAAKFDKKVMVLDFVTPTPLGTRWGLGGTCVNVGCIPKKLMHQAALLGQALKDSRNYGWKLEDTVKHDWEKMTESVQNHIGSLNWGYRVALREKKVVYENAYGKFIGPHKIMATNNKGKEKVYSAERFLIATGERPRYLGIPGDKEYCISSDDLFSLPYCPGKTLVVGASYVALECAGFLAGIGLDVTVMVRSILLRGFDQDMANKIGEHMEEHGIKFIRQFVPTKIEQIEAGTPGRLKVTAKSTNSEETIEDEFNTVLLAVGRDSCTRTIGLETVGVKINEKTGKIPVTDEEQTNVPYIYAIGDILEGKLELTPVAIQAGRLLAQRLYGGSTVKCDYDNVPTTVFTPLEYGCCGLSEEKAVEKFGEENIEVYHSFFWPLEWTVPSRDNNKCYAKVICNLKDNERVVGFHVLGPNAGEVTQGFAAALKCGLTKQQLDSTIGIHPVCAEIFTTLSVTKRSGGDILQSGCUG
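Rat TrxR1 (90 nM in the dispensed reagent) was pre-reduced with 400 uM NADPH for 5 min at room temperature, then incubated with compound for 15 min. After 400 uM selenite was added, NADPH fluorescence (Ex 340/Em 450 nm) was followed for 8 min.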
mIDH1 inhibitor: qHTS for Inhibitors of mutant isocitrate dehydrogenase 1 (IDH1): qHTS; Potency, µM (highest dose often 76.6 µM), inactives show at the top dose activity change, negative = inhibition, hits mostly inhibitors; IDH1-R132H enzyme, NADPH consumption, diaphorase/resazurin fluorescence; Isocitrate dehydrogenase [NADP] cytoplasmic (Homo sapiens), O75874; hit rate 0.093% among 390,000; AID 602179, 2012; further: potency means the concentration at half of the fitted maximal effect; on the % scale 0 is the no-effect control and ±100 the full control effect; nearly all actives have a fitted effect of over 65% in size
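IDH1-R132H (0.5 ug/mL dispensed) in pH 7.5 Tris buffer was preincubated 30 min with compound, then given a substrate mix of 0.016 mM NADPH and 2 mM alpha-KG for 80 min at room temperature; remaining NADPH was read by diaphorase/resazurin fluorescence.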
USP1-UAF1 inh: Inhibitors of USP1/UAF1: Primary Screen; recombinant USP1/UAF1, Ub-Rhodamine cleavage fluorescence; Potency, µM (doses to about 57.1 µM), inactives show at the top dose activity change, negative = inhibition, usual class: inhibitors; hit rate 0.23% among 390,000; AID 743255, 2014; further: potency means the concentration at half of the fitted maximal effect; on the % scale 0 is the no-effect control and ±100 the full control effect; nearly all actives have a fitted effect of over 60% in size; inactives centre near -12
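Step one: compound is pinned into 1nM USP1/UAF1 in HEPES pH 7.8 buffer with TCEP. Step two: 15 min room-temperature incubation. Step three: Ub-Rho (150nM final) starts cleavage, tracked by fluorescence over six one-minute reads.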
TRHR agonist: qHTS for Small Molecule Agonists and Allosteric Enhancers of Human TRH Receptor: Primary Screen for Agonists | TRHR cells, calcium flux fluo-8, FDSS agonist mode | activation, % at 2 µM | hit rate 0.18% among 360,000; in the data active means activation above about 30%; further: 0% is about no effect
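Steps: seed TRHR cells overnight; add fluo-8 no-wash Ca dye, RT 30 min–1.5 h; record 10 s baseline; pin-transfer compounds; monitor fluorescence 1 cycle/s for the agonist window. Calcium increases flag candidate agonists.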
TrxR1 substrate: qHTS Assay for Substrates of Mammalian Selenoprotein Thioredoxin Reductase 1 (TrxR1): qHTS; Thioredoxin reductase 1, cytoplasmic (Rattus norvegicus), O89049; purified TrxR1 substrate turnover, NADPH consumption readout; Potency, µM (doses to about 114 µM), without a hit: at the top dose activity change, negative = substrate turnover; hit rate 0.01% among 390,000; AID 588456, 2011; further: potency means the concentration at half of the fitted maximal effect; on the % scale 0 is the no-effect control and ±100 the full control effect; nearly all actives have a fitted effect of over 50% in size
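Rat TrxR1, dispensed at 90 nM, was prereduced with 400 uM NADPH (final) for 5 min at ~22 deg C, then incubated with compound 15 min before 400 uM selenite. A first-read NADPH fluorescence drop versus no-compound background flagged substrates.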
TRHR PAM: qHTS for Small Molecule Agonists and Allosteric Enhancers of Human TRH Receptor: Primary Screen for Enhancers. TRHR cells, fluo-8 calcium fluorescence, EC20 TRH enhancement. hit rate 0.66% among 360,000. enhancement, % at 2 µM. Thyrotropin-releasing hormone receptor (Homo sapiens), P34981; in the data active means enhancement above about 30%; further: 0% is about no effect
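TRHR-expressing cells loaded with fluo-8 calcium dye were read kinetically (ex 480/em 530) during compound addition, then stimulated with an EC20 of TRH (10 nM final). Enhancement of the Gq-mediated intracellular calcium response was scored.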
D2 agonist: HTS Assay for Allosteric Agonists of the Human D2 Dopamine Receptor: Primary Screen for Agonists | D(2) dopamine receptor (Homo sapiens), P14416 | HEK293 T-REx D2 cells, calcium flux agonist mode | activation, % at 2 µM | hit rate 0.53% among 340,000;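 active means activation over 3 SD above normal in the single-dose calcium agonist read, cut at about 30% in these data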; further: 0% is about no effect
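Calcium-flux readout, 1 cycle/sec over 180 s following compound pin transfer, in inducible HEK293 Trex D2 cells (force-coupled); dopamine controls included. Positive calcium responses during this window marked compounds as potential agonists.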
* = called active by the depositor; ? = inconclusive; . = no result given; [ ] = remark or other dose. Unless noted, the call rests on the fitted dose curve; in most records, active means well fitted inhibition curve with a large enough effect; inconclusive means small, poorly fitted or top-dose-only effect; inactive means no such curve, though single readings can be large or run the other way.

cpd | compound | D2 antagonist | Pin1 inh | TrxR1 inh | mIDH1 inhibitor | USP1-UAF1 inh
1 | Cc1cccc(Cc2cnc(NC(=O)C3=NCCN3)s2)c1 | -5 | 0% | 9%[57.1 µM] | 7% | -5%
2 | COC(=O)C1=CN(c2ccc(F)cc2)C=C(C(=O)OC)C1c1ccc([N+](=O)[O-])cc1 | -11 | 8% | 12% | -1% | -1%
3 | CCN1CCN(c2cc(C)c3cc(NC(=S)NCCCN4CCc5ccccc5C4)ccc3n2)CC1 | 53* | -1% | ? | 3% | ?
4 | CC1CCCC(n2cnc3cc(C(=O)O)ccc32)C1C (stereo not given) | 0 | -1% | ? | 0% | ?
5 | Cc1ccc2nc(NC(=O)c3ccc4ncsc4c3)sc2c1 | -13 | 9% | 6% | 5% | -10%
6 | CN(c1ccccc1)S(=O)(=O)c1cccc(NC(=O)COc2ccccc2)c1 | 8 | 14% | 22% | 3% | -24%
7 | O=C(O)C(c1ccccc1)N1C(=O)c2cccc3cccc(c23)C1=O (stereo not given) | -11 | -5% | 17% | -6% | -4%
8 | COC(=O)c1ccc(N=NNc2ccccc2)cc1 | -4 | 0% | -1% | 2% | -9%
9 | COc1cccc(/C=C2\SC(=O)NC2=O)c1OCc1ccc(C(=O)O)cc1 | 5 | -2% | 7%[57.1 µM] | 2% | ?
10 | Cc1cccc(NC(=O)CSCC(=O)Nc2ccc(S(=O)(=O)N3CCCC3)cc2)c1 | -23 | -1% | 6%[57.1 µM] | -8% | -11%
11 | O=C(C1=C[C@@H](c2coc3ccccc3c2=O)C[C@@H](OCCCCO)O1)N1CCN(Cc2ccccc2)CC1 | 9 | -2% | -6%[57.1 µM] | -4% | -2%
12 | COc1ccc(-c2[nH]ncc2CN(C)Cc2ccccn2)c(OC)c1 | 9 | 3% | 0%[57.1 µM] | 2% | -16%
13 | CCCn1c(O)c(N=NC(=O)CNC(=O)c2cccnc2)c2ccccc21 | -7 | -2% | 11% | -6% | -8%
14 | CC(C)C(C)NC(=O)COc1ccc([N+](=O)[O-])cc1Cl (stereo not given) | 10 | 2% | ? | 4% | 1%
15 | COc1cc(/C=C2\SC(=S)N(NS(=O)(=O)c3ccccc3)C2=O)cc(OC)c1OC | -13 | -1% | -7% | -3% | -8%

cpd | TRHR agonist | TrxR1 substrate | TRHR PAM | D2 agonist
1 | 0.4 | 2%[57.1 µM] | 2 | -0.4
2 | -0.1 | 4% | -2 | 0.9
3 | 0.1 | 6% | -4 | 0.6
4 | 0.4 | -3% | 3 | 0.6
5 | 0.1 | 34% | 4 | 0.3
6 | -0.7 | -1% | 5 | -1.1
7 | 0.7 | -2% | 2 | 0.1
8 | 2.4 | -8% | -2 | -0.3
9 | 0.5 | 5%[57.1 µM] | 3 | 0.3
10 | -0.3 | 3%[57.1 µM] | 7 | 0.5
11 | 0.0 | 6%[57.1 µM] | 3 | -0.4
12 | -1.1 | 10%[57.1 µM] | -4 | 0.3
13 | -1.1 | -6% | -3 | 0.1
14 | 0.5 | -1% | 2 | -0.1
15 | -0.7 | -12% | 13 | -0.6

Record cards, as listed above.
Entry for O=C(O)C(c1ccccc1)N1C(=O)c2cccc3cccc(c23)C1=O (stereo not given) : D2 antagonist: -11; Pin1 inh: -5%; TrxR1 inh: 17%; mIDH1 inhibitor: -6%; USP1-UAF1 inh: -4%; TRHR agonist: 0.7; TrxR1 substrate: -2%; TRHR PAM: 2; D2 agonist: 0.1
Entry for Cc1cccc(Cc2cnc(NC(=O)C3=NCCN3)s2)c1 : D2 antagonist: -5; Pin1 inh: 0%; TrxR1 inh: 9%[57.1 µM]; mIDH1 inhibitor: 7%; USP1-UAF1 inh: -5%; TRHR agonist: 0.4; TrxR1 substrate: 2%[57.1 µM]; TRHR PAM: 2; D2 agonist: -0.4

Further structures follow:
cpd | compound | D2 antagonist | Pin1 inh | TrxR1 inh | mIDH1 inhibitor | USP1-UAF1 inh
16 | O=C(NC(=S)N1CCCc2ccccc21)c1ccco1 | 30 | -4% | -3%[57.1 µM] | 2% | -4%
17 | CCCCN(C(=O)Cc1ccc(S(=O)(=O)N2CCOCC2)s1)c1c(N)n(CCCC)c(=O)[nH]c1=O | 2 | 4% | -11% | 1% | -12%
18 | CSc1ccccc1OCc1cc(C(=O)N2C[C@H]3CC[C@H]2C3)no1 | 2 | -6% | -8% | 8% | -18%
19 | O=C(CSc1nnc(NC(=O)c2cccc(Br)c2)s1)NCC1CCCO1 (stereo not given) | 1 | -3% | 0% | 7% | -19%
20 | CCCNC(=O)N[C@@H](CCSC)C(=O)OC | -7 | -7% | 6%[57.1 µM] | 6% | -3%
21 | CCOc1ccc(C(Nc2ccc(C)cc2)P2(=O)OCC(C)(C)CO2)cc1 (stereo not given) | 1 | 3% | -4% | -2% | -2%
22 | COc1ccc(S(=O)(=O)N2CCOCC2)cc1C(=O)N1CCCCC1 | 11 | -11% | 13% | 7% | -17%
23 | CCN(CC)S(=O)(=O)c1ccc(OC)c(NC(=O)c2ccc(-n3cncn3)c([N+](=O)[O-])c2)c1 | 4 | -6% | 1% | 2% | -15%
24 | N#CCCn1c(C2CCCCC2)nc2ccccc21 | 10 | -9% | 2% | 10% | -12%
25 | CC(=O)Nc1ccc(S(=O)(=O)NCCc2cc3ccc(C)c(C)c3[nH]c2=O)cc1 | . | 0% | 16% | 9% | -17%
26 | CC(=O)Nc1ccc(S(=O)(=O)N/N=C/c2ccc(C)o2)cc1 | 1 | -3% | -27% | -10% | -10%
27 | O=C(NCc1ccco1)C1CC(c2cccc([N+](=O)[O-])c2)=NO1 (stereo not given) | -20 | ? | 9%[57.1 µM] | -5% | 23%
28 | Cc1ccc(OCC(=O)Nc2nonc2-c2ccc(C)c(C)c2)cc1C | . | 53%[activator] | 16% | . | -38%
29 | Cc1c(Cl)c([N+](=O)[O-])nn1Cc1ccc(C(=O)N/N=C\c2ccccn2)o1 | -1 | -7% | -13% | 6% | -3%
30 | O=C(NC(=S)Nc1ccccc1O)c1ccc(-c2ccc(Cl)cc2)o1 | -7 | -3% | -5%[57.1 µM] | -5% | 4%

cpd | TRHR agonist | TrxR1 substrate | TRHR PAM | D2 agonist
16 | 0.0 | 5%[57.1 µM] | 1 | 16
17 | 0.8 | -4% | 1 | 0.7
18 | -0.6 | -7% | 2 | 0.5
19 | 0.1 | -7% | 2 | -0.5
20 | 1.2 | 3%[57.1 µM] | 0 | 0.4
21 | 0.6 | -3% | 6 | -0.2
22 | 0.5 | -2% | -2 | 1.0
23 | 0.0 | -1% | 4 | -0.5
24 | -0.2 | -7% | -4 | 0.2
25 | -0.2 | 15% | 1 | .
26 | 1.2 | -15% | -15 | 0.1
27 | 0.5 | 9%[57.1 µM] | 16 | 0.3
28 | 0.3 | 18% | 1 | .
29 | -0.7 | -14% | 1 | -1.1
30 | 0.6 | 0% | -9 | 1.0

Following part:
cpd | compound | D2 antagonist | Pin1 inh | TrxR1 inh | mIDH1 inhibitor | USP1-UAF1 inh
31 | CCC(=O)N1CCc2cc(S(=O)(=O)N3CCN(c4cc(Cl)ccc4C)CC3)ccc21 | 9 | -2% | 30% | 0% | -13%
32 | Cc1ccc(C2(C)NC(=O)N(CC(=O)N3c4ccccc4NC(=O)CC3C)C2=O)cc1 (stereo not given) | 6 | -3% | 12% | 2% | -17%
33 | Clc1ccc(-c2nnc(NCCN3CCCC3)c3ccccc23)cc1 | -19 | 4% | 28% | 0% | -23%
34 | Fc1cccc(C[n+]2csc3ccccc32)c1 | . | 1% | ? | -5% | -16%
35 | Cc1cccc(NC(=O)CN2CCN(CC(=O)NCc3ccc(Cl)cc3Cl)CC2)c1C | 10 | -2% | -2% | 2% | -15%
36 | N#CCO/N=C(\c1ccccc1)c1ccncc1 | -13 | -1% | 25% | 12% | -4%
37 | COc1ccc(-c2nc3n(n2)C(c2ccc(OC)cc2)C(C(=O)Nc2cccnc2)=C(C)N3)cc1 (stereo not given) | . | 11% | 14% | -7% | -24%
38 | CCC(C)[C@H](NC(=O)[C@@H]1CSC2c3ccccc3C(=O)N21)C(=O)NCc1ccncc1 (stereo not given in full) | 8 | -8% | 18% | 7% | -21%

cpd | TRHR agonist | TrxR1 substrate | TRHR PAM | D2 agonist
31 | 0.4 | 7% | -6 | -1.4
32 | 1.1 | 8% | 1 | 0.1
33 | -0.4 | 14% | -3 | -1.1
34 | 0.1 | -9% | 3 | .
35 | 0.4 | -2% | -3 | 0.6
36 | 0.3 | 7% | 13 | 1.4
37 | -0.2 | 3% | 2 | 1.0
38 | 0.1 | 5% | 0 | 0.6

Some of the compounds tested; rates above refer to the full screens.
